Source: PubChem BioAssay
KB-V1 MDR tox: qHTS assay for MDR1-selective chemotherapeutics: Primary screen using the drug-selected MDR subline cells KB-V1 | KB-V1 MDR cells viability, CellTiter-Glo, 72 h | Potency, µM (doses to about 46.1 µM), for inactives: at the highest dose activity change, negative = cytotoxicity, hits mostly cytotoxic | 400,000 compounds, 3.4% hits | AID 1347076, 2019; further: potency means the concentration at half of the fitted maximal effect; on the % scale 0 is the no-effect control and ±100 the full control effect; nearly all actives have a fitted effect of over 60% in size
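KB-V1 cells (P-gp-expressing MDR subline of KB-3-1) in phenol-red-free DMEM with 10% FBS were exposed to library compounds over a concentration series for 72 h at 37 degrees C. Viability read by CellTiter-Glo luminescence; concentration-effect curves fitted after normalization.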
D3 ag: qHTS of D3 Dopamine Receptor Agonist: qHTS. D(3) dopamine receptor (Homo sapiens), P35462. D3R DiscoveRx beta-arrestin cells, luminescence, 90 min. max activation, %. 410,000 compounds, 0.58% hits. AID 652048, 2013; in the data active means max activation above about 30%; further: 0% is about no effect; mostly tested at two doses, the higher about 12 µM
Target sequence (P35462 whole entry, looked up): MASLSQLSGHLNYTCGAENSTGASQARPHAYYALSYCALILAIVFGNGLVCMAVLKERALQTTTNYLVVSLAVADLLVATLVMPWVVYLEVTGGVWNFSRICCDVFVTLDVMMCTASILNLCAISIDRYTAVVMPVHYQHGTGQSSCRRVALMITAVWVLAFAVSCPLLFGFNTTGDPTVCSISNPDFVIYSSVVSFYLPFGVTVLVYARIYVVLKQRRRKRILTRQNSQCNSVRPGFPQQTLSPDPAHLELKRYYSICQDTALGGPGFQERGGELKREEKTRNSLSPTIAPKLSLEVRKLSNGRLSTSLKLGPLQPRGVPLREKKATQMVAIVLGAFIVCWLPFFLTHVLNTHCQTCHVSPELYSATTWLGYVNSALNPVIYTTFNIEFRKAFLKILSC
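Agonist mode: compounds and dopamine controls were applied to plated cells for 90 min at 37 degrees C after an overnight attachment at 1500 cells/well. Luminescent read-out followed 30 - 60 minutes at room temperature with DiscoveRx detection reagent.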
PTHR1 agonist: qHTS for PTHR1 Agonists: Primary Screen. Parathyroid hormone/parathyroid hormone-related peptide receptor (Homo sapiens), Q03431. HEK293 GP2 PTHR1 cells, GloSensor cAMP luminescence, 1 h. Potency, µM (doses to about 115 µM), inactives show at the top dose activation, usual class: activators. 410,000 compounds, 0.075% hits; further: potency means the concentration at half of the fitted maximal effect; nearly all actives have a fitted effect of over 55% in size; some results filed as inactive show a strong effect at the top dose; inactives centre near -15; many of its hits are not listed in these tables
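HEK-293-derived GP2 cells expressing PTHR1 and a GloSensor cAMP reporter, 3,000/well, plated overnight, given luciferin plus IBMX (each 0.5 mM as added) for 1 h at 37 °C, then compound for 1 h at 37 °C. Luminescence was read after 15 min at room temperature.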
GLP-1R inv ag: qHTS of GLP-1 Receptor Inverse Agonists (Inhibition Mode) | Glucagon-like peptide 1 receptor (Homo sapiens), P43220 | 410,000 compounds, 1.6% hits | HEK293 GLP-1R CRE-luciferase, luminescence, 24 h; GLP-1R form is constitutively active | Potency, µM (top dose mostly 38.3 µM), for the others: at the top dose activity change, negative = inhibition, most hits filed as inhibitors; further: potency means the concentration at half of the fitted maximal effect; on the % scale 0 is the no-effect control and ±100 the full control effect; nearly all actives have a fitted effect of over 55% in size
Target sequence (P43220 whole entry, looked up): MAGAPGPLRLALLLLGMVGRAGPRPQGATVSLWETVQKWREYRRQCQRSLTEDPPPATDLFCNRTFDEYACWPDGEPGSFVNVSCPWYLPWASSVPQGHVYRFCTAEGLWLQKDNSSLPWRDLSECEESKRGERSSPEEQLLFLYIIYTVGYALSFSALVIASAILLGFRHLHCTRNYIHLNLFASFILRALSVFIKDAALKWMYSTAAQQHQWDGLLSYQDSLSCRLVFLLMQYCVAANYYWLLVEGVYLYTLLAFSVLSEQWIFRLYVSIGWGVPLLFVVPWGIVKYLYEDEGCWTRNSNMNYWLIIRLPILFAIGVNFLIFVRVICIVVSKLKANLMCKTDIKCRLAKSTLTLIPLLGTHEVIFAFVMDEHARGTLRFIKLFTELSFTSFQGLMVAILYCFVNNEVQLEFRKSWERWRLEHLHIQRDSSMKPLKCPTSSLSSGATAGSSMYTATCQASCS
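qHTS in 1536-well format: reporter HEK293 cells expressing constitutive GLP-1R activity in DMEM + 10% Nu serum, 24 hr with compounds at 37 deg C, luminescence read after 12 min with detection reagent.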
GLP-1R agonist: qHTS of GLP-1 Receptor Agonists; HEK293 GLP-1R CRE-luciferase, luminescence, 4-6 h; cells express a hypersensitive GLP-1R form; Glucagon-like peptide 1 receptor (Homo sapiens), P43220; 380,000 compounds, 0.007% hits; Potency, µM (top dose mostly 45.6 µM), inactives show top-dose activation, usual class: activators; further: potency means the concentration at half of the fitted maximal effect; % of control where 0% means no effect
TDP43 rescue: qHTS of TDP-43 Inhibitors; TDP-43 expressing yeast growth rescue, BacTiter-Glo, 24 h; 410,000 compounds, 1.8% hits; Potency, µM (doses to about 46.1 µM), inactives show at the highest dose growth rescue (activation), hits mostly activators; further: potency means the concentration at half of the fitted maximal effect; % of control where 0% means no effect; nearly all actives have a fitted effect of over 50% in size
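Luminescence from BacTiter-Glo reports growth of TDP-43-expressing yeast after 24 hr at 30 deg C with compound. Cells were raffinose-pregrown to mid-log, then seeded in galactose medium at OD600=0.02.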
aSyn yeast inh: qHTS of alpha-syn Inhibitors; 370,000 compounds, 0.14% hits; Yeast expressing alpha-synuclein, growth rescue, BacTiter-Glo, 24 h; Potency, µM (doses to about 46.1 µM), for inactives: top-dose growth rescue (activation), hits mostly activators; further: potency means the concentration at half of the fitted maximal effect; % of control where 0% means no effect; nearly all actives have a fitted effect of over 65% in size
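Rescue of yeast growth: cells expressing toxic alpha-synuclein, induced in galactose at OD600 0.02, incubated with compound 24 h at 30 C. ATP luminescence quantified growth; inhibitors of toxicity appear as activators.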
GLP1R cytotox: qHTS of GLP-1 Receptor Inverse Agonists: Cytotox Screen. 410,000 compounds, 0.13% hits. HEK293 cAMP-luciferase reporter cells, luminescence, 24 h. Potency, µM (series often up to 38.3 µM), inactives show at the top dose activity change, negative = inhibition, most hits filed as inhibitors;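 further: loss of luciferase light is scored as toxicity; potency means the concentration at half of the fitted maximal effect; on the % scale 0 is the no-effect control and ±100 the full control effect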
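Seeding density was 200 cells/uL; after overnight-length (12 h) culture, 23 nL compounds went on for 24 h at 37 °C. Readout used a luciferase detection reagent, luminescence taken after 12 min at room temperature.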
DRD3 antagonist: qHTS of D3 Dopamine Receptor Antagonist: qHTS. D3R cells, DiscoveRx beta-arrestin luminescence, antagonist mode; hits give low values. D(3) dopamine receptor (Homo sapiens), P35462. AID 652054, 2013. max response, negative = inhibition, %. 360,000 compounds, 2.5% hits; in the data active means max response below about -50%; inconclusive means no clear call, values can overlap the other calls; further: on the % scale 0 is the no-effect control and ±100 the full control effect; mostly tested at two doses, the higher about 12 µM
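Cells expressing the human receptor were seeded at 1500 cells/well, incubated overnight at 37 degrees C in 5% CO2, then exposed to library compounds with dopamine controls for 90 minutes at 37 degrees C before luminescent detection.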
* = called active by the depositor; i = inactive; ? = inconclusive; . = not tested or not shown; [ ] = another dose, or the depositor's remark. Unless noted, the call rests on the fitted dose curve; in most records, active means well fitted curve in the direction sought with a large enough effect; inconclusive means small, poorly fitted or top-dose-only effect, or another doubt; inactive means no such curve, though single readings can be large; an effect the other way counts as inactive or inconclusive.

Start of the data: the first two compounds, ahead of the listing:
SMILES | KB-V1 MDR tox | D3 ag | PTHR1 agonist | GLP-1R inv ag | GLP-1R agonist | TDP43 rescue | aSyn yeast inh | GLP1R cytotox | DRD3 antagonist
CN(C)/C=N/c1nc2ncc(-c3ccc(Cl)cc3)c(/N=C/N(C)C)n2n1 | 6.5µM* | -2 | -10% | 58%[activator] | 7% | 4% | -5% | -2% | 4
CC(Cc1ccccc1)N1C(=O)c2cccc([N+](=O)[O-])c2C1=O (stereo not given) | 34% | 2 | -16% | 11% | 16% | ? | ? | -4% | ?

Results (from the top)
SMILES | KB-V1 MDR tox | D3 ag | PTHR1 agonist | GLP-1R inv ag | GLP-1R agonist | TDP43 rescue | aSyn yeast inh | GLP1R cytotox | DRD3 antagonist
CN(C)/C=N/c1nc2ncc(-c3ccc(Cl)cc3)c(/N=C/N(C)C)n2n1 | 6.5µM* | -2 | -10% | 58%[activator] | 7% | 4% | -5% | -2% | 4
CC(Cc1ccccc1)N1C(=O)c2cccc([N+](=O)[O-])c2C1=O (stereo not given) | 34% | 2 | -16% | 11% | 16% | ? | ? | -4% | ?
CCCCNC(=O)CCn1c(=O)c2ccccc2n(Cc2ccccc2C#N)c1=O | 6% | 1 | -1% | 9% | -2% | 27% | . | 0% | .
COc1cc(/C=C(\C#N)C(=O)Nc2ccc(SC(F)F)cc2)cc(OC)c1OC | 4% | 1 | i | ? | -4% | 18% | 4% | -3% | 25
COc1ccc(S(=O)(=O)N2CC3C4C=CC(C4)C3C2)cc1 (stereo not given) | -8% | -10 | 15%[57.5 µM] | -14% | 6% | -10% | -1% | -28% | -20
COc1cc(NC(=O)c2cc(Cl)c(OC)c(Cl)c2)ccc1NC(=O)c1cc2ccccc2o1 | 4% | -15 | i | 19% | . | -7% | . | 12% | .
COc1cc(C(=O)N2CC(=O)Nc3ccccc32)cc(OC)c1OC | ? | -5 | i | -31% | 6% | 16% | ? | -15% | 0
Cc1ccc(-c2cc(-c3ccccc3)c(C#N)c(Br)n2)cc1 | 5% | 4 | i | 3% | -8% | 3% | 2% | -2% | 9
COc1ccc(C2=Nc3ccccc3N(C(=O)c3ccc4ncccc4c3)C2C(=O)NC(C)(C)C)cc1 (stereo not given) | ? | -12 | -1% | -13% | . | 23% | -19% | -3% | 0
C[n+]1ccc(/C=C/c2cccs2)cc1 | 9% | -4 | -15% | 3% | -4% | 6% | 0% | -21% | -2
[O-][n+]1onc2c1CCc1c-2nn(-c2ccccc2Cl)[n+]1[O-] | ? | -3 | i | 0% | -6% | 1% | -1% | ? | 20
CCCCn1c(N)c(N(CC)C(=O)COc2ccc(C#N)cc2)c(=O)[nH]c1=O | 0% | 16 | -4% | 18% | 9% | -3% | -1% | 1% | 25
COc1cc(C(=S)N2CCOCC2)ccc1OC(=O)/C=C/c1ccco1 | -4% | -7 | -24% | 0% | 8% | 4% | -2% | 4% | -7
O=C(NNC(=O)c1ccncc1)Nc1ccc(Cl)cc1 | -12% | -13 | i | 8% | 4% | 14% | -18% | -4% | -1
Cc1ccc(/C(O)=C2\C(=O)C(=O)N(C)C2c2ccc([N+](=O)[O-])cc2)cc1 (stereo not given) | ? | 0 | i | 11% | -4% | 3% | 4% | -11% | -15
O=C(Nc1ccc(Nc2ccccc2)cc1)c1ccc(Cl)c([N+](=O)[O-])c1 | 16% | 1 | -36%[inhibitor] | ? | 0% | -21% | 1% | ? | -20
Nn1c(Cc2cccc3ccccc23)n[nH]c1=S | 14% | -2 | i | 1% | -6% | 0% | -1% | -22% | -22
O=Cc1cn(-c2ccccc2)nc1-c1ccc(F)cc1 | -15% | -2 | 0% | 24% | -4% | -18% | -1% | -9% | -2
CCOc1ccccc1NC(=O)COC(=O)/C=C/c1ccc(OC)c(OC)c1 | 4% | -4 | -49%[inhibitor] | 16% | ? | -1% | -8% | 4% | 2
CCC(=O)Nc1nnc(-c2ccncc2)s1 | 12% | -2 | i | 72%[activator] | -8% | -9% | -9% | 1% | -18
COc1ccc(OC)c(C2CC(=O)NC(SC)=C2C#N)c1 (stereo not given) | 0% | 0 | -20% | -3% | -5% | 13% | 4% | 3% | 47
CC1CCN(S(=O)(=O)c2ccc(C(=O)Nc3nnc(C4=COCCO4)o3)cc2)CC1 | ? | -2 | i | ? | -2% | 25% | -2% | -10% | 5
N#C/C(=N\Nc1ccccc1[N+](=O)[O-])C(=N)N1CCCCC1 | 10% | -14 | -33%[inhibitor] | ? | 1% | -2%[0.397 µM] | -1% | ? | -14
O=C1CC(N2CCN(S(=O)(=O)c3ccc([N+](=O)[O-])cc3)CC2)C(=O)N1c1ccccc1F (stereo not given) | 9% | 0 | i | 10% | -3% | -7% | -1% | 0% | -20
CCCCn1nnnc1C1(C)CCC(=O)N1CC(F)(F)F (stereo not given) | 1% | 7 | i | 21% | -3% | 11% | -13% | -1% | 34
O=C1NC(=Nc2ccccc2)c2ccc([N+](=O)[O-])cc21 | -7% | -10 | -14% | 9% | 1% | -7% | -11% | 8% | -25
CC(=O)NC1=NN(C(C)=O)C(C)(CCS(=O)(=O)c2ccc(Br)cc2)S1 (stereo not given) | -15% | 0 | i | 6% | -3% | 21% | 5% | -2%[1.53 µM] | 6
CN1CCN(C(=O)Nc2cccc(-c3ccccc3)c2)CC1 | 4% | -6 | 14% | 6% | 1% | -3% | -2% | -2% | -12
CCc1ccc(C(C)NC(=O)/C=C/c2ccc(Br)cc2)cc1 (stereo not given) | ? | -16 | -16% | 0% | -2% | -27% | 2% | -25% | -16
CC(=O)Nc1ccc(Nc2ccc3cc(S(=O)(=O)N4CCCCC4)ccc3n2)cc1 | ? | 5 | i | -9% | . | 24% | . | -18% | .
O=C(O)C1C2CCC(O2)C1C(=O)Nc1ccc(Cl)cc1F (stereo not given) | -3% | -8 | i | -14% | 0% | . | -1% | 3% | 0
Cc1cc(F)ccc1NC(=O)CCS(=O)(=O)c1cccc2nsnc12 | ? | 7 | -42%[inhibitor] | 13% | -1% | 17% | . | 0% | .
COc1cc(NC(=O)c2ccc3snnc3c2)cc(OC)c1 | 1% | -6 | i | 5% | 16% | 10% | 2% | -4% | 5
Clc1ccc(OCCn2ccnc2)cc1Cl | -3% | -6 | 0% | -8% | 2% | -13% | -6% | 10% | -4
COC(=O)c1ccc(Cl)cc1NC(=O)NCCc1c(C)nn(C)c1C | 1% | 1 | i | 1% | . | ? | . | -2% | .
CC(C(=O)NCc1cccnc1)c1ccc([N+](=O)[O-])cc1 (stereo not given) | 0% | -3 | 3% | 5% | 1% | -23% | -2% | -7% | -4
OCC[C@H]1C[C@H](O)[C@@H](O)[C@@]2(Cc3ccccc3CO2)O1 | 9% | -7 | -12% | 12% | 8% | -3% | 3% | 9% | -8
CC1(Cc2ccc(OC(F)(F)F)cc2)C(=O)Nc2ccc(OC(F)(F)F)cc21 (stereo not given) | 3% | 11 | -52%[inhibitor] | ? | 0% | -80%[inhibitor] | -59%[inhibitor] | 13% | 0
NNC(=O)CNC(c1ccccc1)c1cc(Br)ccc1NC(=O)CCN1CCOCC1 (stereo not given) | -1% | 1 | -20% | 93%[activator] | 3% | 5% | -1% | 0% | 25
O=C(CCN1C(=O)CSC1=O)Nc1ccc(Br)cc1 | 8% | 0 | -4% | 1% | -4% | 9% | -9% | ? | 7
COc1cc(OC)c(C2=NOC(C(=O)NCc3ccc4c(c3)OCO4)C2)cc1Cl (stereo not given) | ? | 2 | i | -3% | 12% | -8% | 0% | -27% | -23
CN(CC(=O)Nc1cccc2c1CCCC2)S(=O)(=O)c1ccc(Br)cc1 | -13% | -13 | i | 4% | 2% | -9% | 4% | -4% | -16
Cc1cccc(NC(=O)c2cc(S(=O)(=O)NCCc3ccccc3)ccc2F)c1C | . | 8 | -3% | ? | . | 6% | . | 5% | .
Cc1cc(-c2ccccc2)n2nc(-c3ccccc3)cc2n1 | -18% | 4 | -20% | -8% | . | 3% | . | 35%[activator] | .

One compound at a time, as listed above.
Listed for CC(=O)Nc1ccc(Nc2ccc3cc(S(=O)(=O)N4CCCCC4)ccc3n2)cc1 → KB-V1 MDR tox = ?; D3 ag = 5; PTHR1 agonist = i; GLP-1R inv ag = -9%; GLP-1R agonist = .; TDP43 rescue = 24%; aSyn yeast inh = .; GLP1R cytotox = -18%; DRD3 antagonist = .
Listed for CCCCNC(=O)CCn1c(=O)c2ccccc2n(Cc2ccccc2C#N)c1=O → KB-V1 MDR tox = 6%; D3 ag = 1; PTHR1 agonist = -1%; GLP-1R inv ag = 9%; GLP-1R agonist = -2%; TDP43 rescue = 27%; aSyn yeast inh = .; GLP1R cytotox = 0%; DRD3 antagonist = .

A portion of the library; the hit share may differ from the screen's.
